D3 ag = D3 dopamine receptor (human) agonism. P35462. D3R DiscoveRx beta-arrestin cells, luminescence, 90 min. max activation, %. hit rate 0.58% among 410,000; in the data active = max activation above about 30%; also: 0% is about no effect; mostly tested at two doses, the higher about 12 µM
Target sequence (P35462 whole entry, looked up): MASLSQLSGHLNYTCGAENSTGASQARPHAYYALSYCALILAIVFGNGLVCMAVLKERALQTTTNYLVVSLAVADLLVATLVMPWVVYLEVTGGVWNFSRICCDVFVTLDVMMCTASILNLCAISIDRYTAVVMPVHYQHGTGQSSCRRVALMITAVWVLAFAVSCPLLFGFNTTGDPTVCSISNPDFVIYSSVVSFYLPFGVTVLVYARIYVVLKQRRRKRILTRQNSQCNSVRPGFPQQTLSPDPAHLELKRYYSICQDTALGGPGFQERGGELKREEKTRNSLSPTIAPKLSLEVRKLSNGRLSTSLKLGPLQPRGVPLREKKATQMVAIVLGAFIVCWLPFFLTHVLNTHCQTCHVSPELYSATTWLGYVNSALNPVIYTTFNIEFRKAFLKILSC
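Agonist-mode cell screen: cells plated at 1500/well and incubated overnight at 37 °C, then exposed to library compounds for 90 min at 37 °C. Detection reagent was added for 30–60 min at room temperature, and luminescence was read.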
KB-3-1 tox = kills parental KB-3-1 adenocarcinoma cells | Potency, µM (highest dose often 46.1 µM), without a hit: at the highest dose activity change, negative = cytotoxic, most hits filed as cytotoxic | hit rate 1.4% among 400,000 | AID 1347075 | KB-3-1 viability, CellTiter-Glo ATP luminescence, 72 h; also: potency is read from the fitted curve at half-maximal effect; % is scaled to controls: 0 for no effect and ±100 for the full control effect; nearly all actives have a fitted effect of over 60% in size
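Using CellTiter-Glo luminescence, growth of non-resistant KB-3-1 adenocarcinoma cells is assessed 72 h after pin-tool compound addition at 37 °C. Normalized responses across the concentration series yield fitted curves.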
KB-V1 MDR tox = KB-V1 MDR subline cytotoxicity. KB-V1 MDR cells viability, CellTiter-Glo, 72 h. Potency, µM (doses to about 46.1 µM), inactives show top-dose activity change, negative = cytotoxicity, usual class: cytotoxic. hit rate 3.4% among 400,000. AID 1347076; also: potency is read from the fitted curve at half-maximal effect; % is scaled to controls: 0 for no effect and ±100 for the full control effect; nearly all actives have a fitted effect of over 60% in size
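Compound-treated KB-V1 multidrug-resistant cells, 72 h, 37 degrees C; viability by CellTiter-Glo. Fitted qHTS curves give the values.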
SW480 rerep = inducers of DNA re-replication in SW480 colon cancer cells | SW480 DNA re-replication, Hoechst DNA content imaging, 48 h | Potency, µM (top dose mostly 46.1 µM), without a hit: at the top dose re-replication activation, most hits filed as activators | hit rate 1.8% among 340,000; also: potency is read from the fitted curve at half-maximal effect; % of control where 0% means no effect; nearly all actives have a fitted effect of over 55% in size
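Per well, 250 cells were exposed to pinned compound for 48 hr. Nuclear DNA was visualised with Hoechst (40 min, 37 C) and total object intensity recorded by fluorescence scanning.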
IL-1B inflam inh = inhibitors of inflammasome signaling (IL-1 beta secretion). THP-1 LPS/ATP IL-1B secretion, AlphaLISA, 16 h; hits give low values. activity change, % at 57.5 µM. hit rate 4.7% among 360,000. AID 743279; in the data active = activity change below about -50%; inconclusive = mostly about -30% to -49%; also: % is scaled to controls: 0 for no effect and ±100 for the full control effect
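THP-1 cells pretreated 1 hr with compounds (up to 57.5 uM final), then stimulated with LPS (250 ng/mL final) plus ATP (1.25 mM final); secreted IL-1B measured by AlphaLISA after 16 hr, decreased signal indicating inhibition.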
DRD3 antagonist = blocks the human D3 dopamine receptor | P35462 | D3R cells, DiscoveRx beta-arrestin luminescence, antagonist mode; hits give low values | AID 652054 | hit rate 2.5% among 360,000 | max response, negative = inhibition, %; in the data active = max response below about -50%; inconclusive = no clear call, values can overlap the other calls; also: % is scaled to controls: 0 for no effect and ±100 for the full control effect; mostly tested at two doses, the higher about 12 µM
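Cells plated overnight at 1500 cells/well, then exposed to library compounds with dopamine controls for 90 minutes at 37 degrees C. DiscoveRx reagent added for 30–60 minutes at room temperature; luminescence read, quantitative HTS format.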
HT1080NT lethal = kills 2HG-producing HT-1080-NT fibrosarcoma cells; HT-1080-NT fibrosarcoma viability, CellTiter-Glo ATP luminescence, 48 h; Potency, µM (top dose mostly 46.1 µM), for inactives: at the highest dose activity, negative = less viability, most hits filed as cytotoxic; hit rate 1.6% among 360,000; AID 686970;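 also: NT is the 2HG producing partner of a matched IDH1 knockdown line; potency is read from the fitted curve at half-maximal effect; 0% = DMSO-treated cells and -100% = media-only wells without cells; nearly all actives have a fitted effect of over 55% in size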
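A 48-hour cytotoxicity screen used HT-1080-NT cells plated 2 hours before compound delivery. ATP-based CellTiter-Glo luminescence measured viability, normalized to DMSO and no-cell controls.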
HT1080 IDH1KD tx = toxicity to HT-1080 IDH1 knockdown cells (counter line) | HT-1080 IDH1 knockdown viability, ATP luminescence, 48 h | Potency, µM (series often up to 46.1 µM), without a hit: top-dose activity, negative = toxicity, hits mostly cytotoxic | hit rate 2% among 360,000;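 also: potency is read from the fitted curve at half-maximal effect; 0% = DMSO wells and -100% = cell-free medium wells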
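HT-1080-IDH1KD cells (IDH1 knocked down), 750/well in RPMI with 5% FBS, treated with compound 48 h at 37 degrees C. Viability by CellTiter-Glo luminescence, normalised to DMSO and no-cell wells; concentration-response curves classed.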
GLP-1R agonist = agonists of human GLP-1 receptor. HEK293 GLP-1R CRE-luciferase, luminescence, 4-6 h; cells express a hypersensitive GLP-1R form. Potency, µM (highest dose often 45.6 µM), without a hit: at the highest dose activation, usual class: activators. AID 624172. P43220. hit rate 0.007% among 380,000; also: potency is read from the fitted curve at half-maximal effect; % of control where 0% means no effect
Target sequence (P43220 whole entry, looked up): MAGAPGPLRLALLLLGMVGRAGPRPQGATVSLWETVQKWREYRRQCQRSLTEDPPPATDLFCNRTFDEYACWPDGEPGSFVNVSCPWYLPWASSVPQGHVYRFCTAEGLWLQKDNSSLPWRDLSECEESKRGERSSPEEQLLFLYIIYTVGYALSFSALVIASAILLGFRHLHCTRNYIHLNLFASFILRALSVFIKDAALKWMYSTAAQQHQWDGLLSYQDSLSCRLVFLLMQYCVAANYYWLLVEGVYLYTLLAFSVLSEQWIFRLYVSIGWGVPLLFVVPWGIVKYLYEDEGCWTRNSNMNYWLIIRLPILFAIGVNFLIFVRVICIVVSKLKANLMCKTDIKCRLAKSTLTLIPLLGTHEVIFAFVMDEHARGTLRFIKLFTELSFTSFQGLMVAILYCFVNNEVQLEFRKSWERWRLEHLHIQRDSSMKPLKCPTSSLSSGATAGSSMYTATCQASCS
* marks the source's active call; other numbers are inactive results; ? = inconclusive; nt = not tested or not shown; & = joins results of further samples; [ ] = remark or other dose. Unless noted, calls follow the shape of the dose curve; as a rule, active = well fitted curve in the direction sought with a large enough effect; inconclusive = small, poorly fitted or top-dose-only effect, or another doubt; inactive = no such curve, though single readings can be large; an effect the other way counts as inactive or inconclusive. Some of the compounds tested, so the mix of outcomes need not match the whole.

SMILES,D3 ag,KB-3-1 tox,KB-V1 MDR tox,SW480 rerep,IL-1B inflam inh,DRD3 antagonist,HT1080NT lethal,HT1080 IDH1KD tx,GLP-1R agonist
COC(=O)C1=C(c2ccc(C(C)=O)cc2)C[C@@H]2CC[C@H]1N2C(=O)N1CCC(O)CC1,6,10%,1%,-12%,15,12,-4%,4%,-1%
CN(CC#CCN1CCCC1)C(=O)c1cccc(Cl)c1,nt,0%,-14%,-5%,nt,nt,nt,nt,-3%
CSCCC(N=Cc1c(O)n(-c2ccc(Br)cc2)c(=O)[nH]c1=O)C(=O)OC(C)(C)C (centres undefined),-5,2%,-11%,4%,15,5,-6%,-4%,0%
COc1ccc(CC2(CCc3ccncc3)C(=O)NC(=O)NC2=O)cc1OC,2,-4%,-3%,-12%,14,-12,-3%,-4%,-3%
O=C(Nc1ccc(OC(F)(F)F)cc1)c1cccn(Cc2ccccc2Cl)c1=O,3,-21%,0%,nt,nt,nt,nt,nt,-6%
CCn1ccnc1CN1CCCC(C(=O)c2ccc(SC)cc2)C1 (centres undefined),-6,-2%,?,1%,-1,-21,-5%,-20%,10%
O=C1NC(=O)C(=Cc2ccccc2OCCOc2ccc([N+](=O)[O-])cc2)C(=O)N1,-5,-28%,-18%,?,?,-17,?,18µM*,6%
Cc1ccccc1N1C(=O)NC(=O)/C(=C/c2ccc(N3CCOCC3)o2)C1=O,-12,0%,1%,17%,nt,-7,13%,7%,3%
O=C(Nc1ccc(Oc2ccc(Cl)cc2)c(Cl)c1)c1cc(I)cc(I)c1O,23&2,?,?,10%&1%,12,19,?,?,-5%&-4%
COC1CC(C)C(OC)c2cc(O)cc(c2O)NC(=O)C(C)=CC=CC(C)C(OC(N)=O)C(C)=CC(C)C1OC (centres undefined),0,22%,0%,2.6µM*,-101*,-8,-21%,23µM*,-16%
CCN1/C(=C\C=C\C2=[N+](CC)c3ccccc3C2(C)C)C(C)(C)c2ccccc21,-12,?,21µM*,?,-98*,-96*,0.65µM*,2.6µM*,-27%
CC(=O)c1ccc(OC(=O)N(C)c2ccccc2)cc1,10,7%,-3%,5%,-7,-19,12%,12%,14%
CCN1CCN(C(=O)COc2ccc3oc4c(c3c2)CCCC4)CC1,-7,1%,-16%,-5%,10,-3,-3%,-22%,-3%
O=c1c2ccccc2nc(-c2ccc([N+](=O)[O-])cc2)n1-c1ccccc1,1,1%,4%,-1%,8,15,3%,5%,-6%
Cc1ccccc1-c1ccc2c(c1)C1c3c(-c4ccccc4)nnn3-c3ccccc3C(=O)N1CC2 (centres undefined),-1,?,0%,nt,51,76,-6%,-8%,-1%
COC(=O)C1=C(c2c(C)noc2C)C[C@@H]2CC[C@H]1N2C(=O)NCCNC(C)=O,-2,22%,-4%,-3%,7,-16,13%,17%,-6%
COc1ccc(CNCCc2c[nH]c3ccccc23)c(OC)c1OC,-12,-13%,-6%,-13%[1.84 µM],-58*,-4,-2%,?,5%
CC(=O)[C@@]1(O)CCC2C3CC[C@H]4C[C@@H](O)CC[C@]4(C)C3CC[C@@]21C (some centres undefined),-7,-6%,4%,-16%,9,-1,?,10%,5%
CN1CC(C(=O)c2ccc(F)cc2)C(c2ccc(F)cc2)C1 (centres undefined),-13,-3%,-1%,-5%,?,-129*,-5%,-6%,-2%
CN(C)C1(CNC(=O)Nc2ccc(Cl)c(Cl)c2)CCCCC1,-27,-2%,9%,?,-72*,-55*,21µM*,?,-4%
C[N+]1([O-])[C@@H]2CC(OC(=O)[C@H](CO)c3ccccc3)C[C@H]1[C@@H]1O[C@@H]12 (some centres undefined),5&-12&8,0%,9%,-75%[inhibitor],24,0,6%,0%,1%
CC(=O)c1ccc(OCC(=O)N2CCCC(N(C)Cc3ccccc3)C2)cc1 (centres undefined),-2,0%,-26%,-3%,6,-10,1%,7%,-6%
CCCS(=O)(=O)NC(=O)C1(C)CCCN(C(=O)c2ccccc2OC)C1 (centres undefined),6,0%,4%,nt,9,10,?,23%,-3%
CC(C(N)=O)N1CC(c2ccc(Cl)cc2)CC1=O (centres undefined),-3,11%,0%,-6%,9,-1,7%,12%,0%
O=C(CCc1ccccc1)N1Cc2cc(-c3cccc(F)c3)ccc2-n2nncc2C1,7,0%,?,nt,-25,31,?,?,-3%
CCN1C(=O)NC(=O)/C(=C\c2cn(CC(=O)N3CCCCC3)c3ccccc23)C1=O,-17,-6%,2%,-14%,31,8,2%,-12%,0%
Cc1ccccc1-n1c(-c2ccco2)nc2ccccc2c1=O,0,-6%,-8%,-1%,-17,3,-12%,-16%,2%
COC(=O)c1c2[n+](cc3cc(OC)c(OC)cc13)CCc1cc(OC)c(OC)cc1-2,-7,-21%,?,-7%,-8,-13,21%,10%,1%
Cc1[nH]c2ccccc2c1C(=O)C(=O)N1CCC2(CC1)OCCO2,0,-2%,7%,4%,28,1,19%,27%,-1%
Cc1nn(Cc2ccccc2Cl)c(Cl)c1C(=O)OCC(=O)NC(=O)NC1CCCCC1,2,2%,16µM*,-11%,0,?,-5%,-4%,1%
Cc1ccnc(NC(=O)CCCc2ccc(N(CCCl)CCCl)cc2)n1,-1,?,-2%,?,3,-21,6%,-2%,-1%
O=P(Nc1ccccc1Cl)(c1ccccc1)c1nc2c(s1)CCCC2 (centres undefined),1,0%,17%,-4%,-4,18,-2%,-8%,-2%
O=c1[nH]c2ccccc2n1C1CCN(C(c2ccnc3ccccc23)c2nnnn2-c2ccc3c(c2)OCCO3)CC1 (centres undefined),18,?,?,nt,?,101,?,16µM*,-2%
CCN(CC)CCCC(C)N=C(c1ccccc1)c1c(O)n(C)c(=O)n(C)c1=O (centres undefined),4,17%,17%,0%,11,-1,13%,10%,-2%
COC(=NC1CCCC1)C(O)c1c[nH]c2ccccc12 (centres undefined),3,11%,3%,0%,0,-20,-1%,2%,-7%
CN1C(=O)C(O)N=C(c2ccccc2)c2ccccc21 (centres undefined),1,22%,21%,-13%,10,11,1%,0%,1%
COC(=O)C1=C(c2ccc(C(C)=O)cc2)C[C@@H]2CC[C@H]1N2C(=O)NC1CCCCC1,-16,1%,2%,-12%,-2,0,0%,-5%,1%
COc1ccn(C)c(=O)c1C#N,0,-1%,-4%,-8%,3,0,-8%,-1%,-1%
COC(=O)C1CN(C#N)N(c2ccc(Cl)cc2)C12c1ccccc1-c1ccccc12 (centres undefined),-4,5.2µM*,12µM*,3.3µM*,-97*,-76*,3.3µM*,3.7µM*,-11%
CC(C)C[C@H]1COc2cc(N3CCN(C)CC3)ccc2S(=O)(=O)N1,-10,8%,-1%,nt,2,?,-13%,0%,3%
COc1ccc(CC2C(=O)N(c3ccccc3)C(=O)N(c3ccccc3)C2=O)c(OC)c1,-1,-3%,-6%,1%,1,6,2%,8%,-3%
S=P1(Oc2ccccc2)Nc2ccccc2N1,-5,2%,9%,-8%,15,9,-1%,5%,4%
CC(=O)c1cc(C#N)c(N2CCN(C)CC2)nc1C,-7,1%,4%,-2%,2,-21,13%,14%,4%
CN1C(=O)C(=Cc2cn(CC#N)c3ccccc23)C(=O)N(C)C1=O,6,7%,20%,3%,-9,18,5%,10%,9%
COc1ccc(OC)c(N2C(=O)/C(=C/c3ccco3)C(=O)NC2=S)c1,9,-13%,-3%,-6%,15,-12,-3%,-3%,0%
O=C(c1ccc2c(c1)OCO2)C1CCCN(Cc2c(F)cccc2Cl)C1 (centres undefined),-12,-2%,-5%,18%,-14,?,4%,6%,14%
CCOC(=O)c1cc(C)sc1/N=C/C1C(=O)NC(=S)NC1=O,2,-3%,3%,-39%[inhibitor],-23,-1,-7%,-1%,-1%
CCc1nnc(NS(=O)(=O)c2ccc(N=Cc3c(O)n(-c4ccc(Cl)cc4)c(=O)[nH]c3=O)cc2)s1,1,2%,3%,0%,-10,14,7%,?,0%
O=C(Nc1c(F)cc(F)cc1F)c1cccn(Cc2ccccc2)c1=O,0,-2%,-16%,-1%,-7,9,-3%,-11%,30%
O=C(N/N=C/c1c(O)n(Cc2ccc(F)cc2)c(=O)[nH]c1=O)c1ccccc1O,2,0%,4%,?,35,-11,?,?,-3%

The list continues:
SMILES,D3 ag,KB-3-1 tox,KB-V1 MDR tox,SW480 rerep,IL-1B inflam inh,DRD3 antagonist,HT1080NT lethal,HT1080 IDH1KD tx,GLP-1R agonist
O=C1NC(=O)N(c2ccc(Br)cc2)C(=O)/C1=C/c1ccsc1,-1,1%,2%,-2%,-17,-15,-12%,-2%,-1%
CCc1nc2ccccc2c(=O)n1-c1ccccc1OC,4,-3%,?,6%,-3,0,1%,1%,-5%
CCCCn1c(O)c(C(C)=NC(Cc2c[nH]c3ccccc23)C(=O)OC)c(=O)[nH]c1=O (centres undefined),1,3%,-13%,-18%,34,29,4%,-4%,3%
Cc1ccc(C2CC3CCC(C2)N3Cc2ccccc2F)cc1 (centres undefined),-9,?,?,?,-85*,-82*,?,15µM*,-1%
O=[N+]([O-])c1ccc(NC2CCCC2)c2ccncc12,4,-7%,-4%,12%,42,15,-16%,-1%,10%
CCOC(=O)[C@]12Cc3ccccc3[C@H]1N(CCC(=O)OC)C(=O)c1ccccc12,-8,5.2µM*,5.2µM*,nt,nt,0,?,?,-8%
O=C1CN=C(c2ccc(F)cc2)c2oc3ccccc3c2N1,1,?,5%,-1%,3,12,-2%,-1%,-1%
CCCCn1c(O)c(/C=N/NC(=O)c2ccncc2)c(=O)[nH]c1=S,7,1%,6%,-2%,5,-8,20%,11%,2%

Source: PubChem
